FAK blocker: FAK kinase inhibitors, primary screen, biochemical. Focal adhesion kinase 1 (Homo sapiens), Q05397. inhibition, %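 (tested at 7 µM)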. AID 727, 2007. 97,000 tested, 0.84% active. biochemical FAK kinase activity assay; in the data active = inhibition above about 19%;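 note: 0% = DMSO and 100% = reference compound high control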
Target sequence (Q05397 whole entry, looked up): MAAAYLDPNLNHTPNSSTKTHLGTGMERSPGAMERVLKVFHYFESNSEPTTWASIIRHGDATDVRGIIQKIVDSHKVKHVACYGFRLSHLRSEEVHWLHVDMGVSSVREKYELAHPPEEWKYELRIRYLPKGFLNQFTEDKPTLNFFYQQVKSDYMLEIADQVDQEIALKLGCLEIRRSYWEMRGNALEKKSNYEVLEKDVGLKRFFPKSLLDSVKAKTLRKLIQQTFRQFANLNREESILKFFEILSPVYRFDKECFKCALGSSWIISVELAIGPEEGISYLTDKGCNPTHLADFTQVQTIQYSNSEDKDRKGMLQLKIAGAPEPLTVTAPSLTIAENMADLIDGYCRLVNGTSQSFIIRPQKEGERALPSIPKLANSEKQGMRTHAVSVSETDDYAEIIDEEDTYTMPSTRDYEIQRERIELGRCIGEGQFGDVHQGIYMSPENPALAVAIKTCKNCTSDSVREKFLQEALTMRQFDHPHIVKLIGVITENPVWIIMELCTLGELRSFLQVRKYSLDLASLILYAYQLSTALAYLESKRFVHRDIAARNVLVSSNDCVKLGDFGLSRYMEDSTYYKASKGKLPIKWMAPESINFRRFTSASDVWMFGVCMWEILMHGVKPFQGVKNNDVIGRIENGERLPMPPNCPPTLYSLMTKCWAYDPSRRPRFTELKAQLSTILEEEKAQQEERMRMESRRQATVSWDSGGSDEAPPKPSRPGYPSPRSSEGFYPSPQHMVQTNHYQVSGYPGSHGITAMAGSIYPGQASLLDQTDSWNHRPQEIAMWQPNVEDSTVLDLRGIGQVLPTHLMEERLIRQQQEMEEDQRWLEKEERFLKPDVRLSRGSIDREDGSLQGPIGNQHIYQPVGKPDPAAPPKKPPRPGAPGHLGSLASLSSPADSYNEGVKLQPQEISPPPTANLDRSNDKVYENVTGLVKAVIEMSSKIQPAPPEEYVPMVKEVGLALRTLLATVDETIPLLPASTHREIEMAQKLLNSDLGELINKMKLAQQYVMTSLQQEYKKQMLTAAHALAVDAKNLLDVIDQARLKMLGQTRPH
PostGolgi ctrl: growth inhibition of yeast control strain, primary screen, counter-screen for post-Golgi transport modulator project; efflux-deficient yeast background strain, growth absorbance A615, 16 h; inhibition, % at 10 µM; 98,000 tested, 5% active; AID 738, 2007
HIV Rev-RRE inh: HIV-1 Rev-RRE binding inhibitors, primary screen, biochemical, FRET, protein-RNA interaction. Rev peptide-RRE RNA binding. inhibition, % at 8 µM. 97,000 tested, 0.79% active. AID 704, 2007;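 active = inhibition above the screen-wide mean plus 3 SD, cut at about 35% in these data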;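 note: 0% = median DMSO wells and 100% = median Neomycin B control wells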
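System: Cy5-labelled duplex RRE RNA binding fluorescein-labelled HIV Rev peptide; Signal: fluorescein-to-Cy5 FRET, 480 nm excitation; Also added: labelled Rev peptide; Compound: one concentration, 8 µM nominal; Buffer or medium: HEPES pH 7.5 salt buffer with EDTA; Read-out: % inhibition of FRET ratio versus controls; Schedule: 5 min preincubation and 15 min binding, 25 °C.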
S1P2 agonist: S1P2 receptor agonists, primary screen, cell-based | activation, % at 4.5 µM | S1P2-expressing cell line, agonist reporter read-out | 97,000 tested, 0.46% active | Sphingosine 1-phosphate receptor 2 (Homo sapiens), O95136 | AID 729, 2007; in the data active = activation above about 16%;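 note: 0% = vehicle low control and 100% = maximal reference agonist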
PTPN22 inh 2: PTPN22 phosphatase inhibitors, primary screen, biochemical, DiFMUP fluorescence, 2 µM; Tyrosine-protein phosphatase non-receptor type 22 (Homo sapiens), Q9Y2R2; recombinant LYP catalytic domain; inhibition, % at 2 µM; 96,000 tested, 0.21% active;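 active = inhibition at 2 µM at or above a set limit, the screen mean plus 3 SD, cut at about 24% in these data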;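 note: 0% = DMSO with enzyme and 100% = enzyme fully blocked by orthovanadate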
LYP act: LYP phosphatase activators, primary screen, biochemical, DiFMUP fluorescence, 2 µM; Tyrosine-protein phosphatase non-receptor type 22 (Homo sapiens), Q9Y2R2; recombinant LYP; 0 = plate median, 100 = signal doubled; activation, % at 2 µM; 96,000 tested, 0.11% active;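 active = activation at 2 µM above a set limit, the mean plus 5 SD, cut at about 37% in these data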
EphB4 ephrin blk: EphB4-ephrin-B2 interaction antagonists, primary screen, biochemical, TNYL-RAW peptide probe, fluorescence polarization; AID 720, 2007; inhibition, % at 7 µM; 97,000 tested, 0.15% active; EphB4 LBD / TNYL-RAW-Alexa532 peptide;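 active = inhibition above the screen-wide mean inhibition plus 3 SD, cut at about 15% in these data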;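 note: 0% = DMSO wells and 100% = excess unlabeled TNYL-RAW peptide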
PostGolgi yeast: phenotypic screen on post-Golgi transport, primary screen; post-Golgi transport phenotypic cell assay; inhibition, % at 10 µM; 98,000 tested, 0.9% active; AID 739, 2007;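 note: yeast cells grown in 1536-well plates; yeast grown about 18 h at 30C before absorbance read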
S1P2 blocker: human S1P2 receptor antagonists, primary screen, cell-based | Sphingosine 1-phosphate receptor 2 (Homo sapiens), O95136 | cell-based S1P2 antagonist assay, inhibition at 5 uM | inhibition, % at 5 µM | 97,000 tested, 0.21% active; in the data active = inhibition above about 45%;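 note: CRE beta-lactamase reporter cells expressing human S1P2 stimulated with S1P; 0% = agonist at EC80 alone and 100% = agonist plus reference antagonist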
Numbers without * were called inactive; x = no result given. Cut-off read from the data, not from the text of the source, unless noted: active = inhibition above about 30%; inactive = the rest.

The first 15 compounds, to show the layout:
SMILES	FAK blocker	PostGolgi ctrl	HIV Rev-RRE inh	S1P2 agonist	PTPN22 inh 2	LYP act	EphB4 ephrin blk	PostGolgi yeast	S1P2 blocker
O=C(c1ccc(Cl)cc1)c1c[nH]cc1-c1ccccc1	-4	x	9	-4	4	-3	10	x	14
Cc1ccc(C)n1-c1ccc(C(=O)NCC2CCCO2)cc1 (stereo not drawn)	7	-3	5	-2	5	-7	9	-3	16
C/C=C/c1ccc(Oc2nnnn2-c2ccc(C(N)=O)cc2)c(OC)c1	1	2	3	-2	2	-6	4	0	-2
COc1ccc(C2NC(C(=O)O)CS2)cc1COCC(F)(F)F (stereo not drawn)	2	3	3	-3	3	-5	-9	1	-16
CCC(=O)N(Cc1ccco1)c1nc(-c2ccccc2)cs1	6	9	10	2	3	-4	1	6	0
CCOc1cc(CNCCSc2nnnn2C)cc(Br)c1OCc1ccccc1F	0	2	16	-2	6	-2	0	-5	-8
O=C(CSc1nnc(-c2cccs2)o1)N1CCOCC1	0	-1	2	-4	4	-6	0	0	13
CCS(=O)(=O)N1CCC(C(=O)NCc2ccccc2OC)CC1	1	0	3	-2	-2	1	-7	-1	-2
Cn1c(=O)n(CC(=O)N2CCOCC2)c2ccccc21	-3	x	10	-1	7	-13	1	x	-17
O=S(=O)(NCC(c1cccnc1)N1CCN(c2ccc(F)cc2)CC1)c1cc(F)ccc1F (stereo not drawn)	-2	x	14	-5	0	0	2	x	-2
Cc1ccc(C(=O)CSc2nc3ccccc3c(=O)n2-c2ccccc2)s1	-14	3	4	-6	8	-8	4	4	10
CCC1CCc2c(sc3ncnc(N4CCOCC4)c23)C1 (stereo not drawn)	2	25	0	-6	-2	6	4	20	-11
Cc1[nH]nc(N2CCCCCC2)c1[N+](=O)[O-]	-3	13	-2	-9	20	-18	4	10	-8
C=CCOc1ccc(Br)cc1/C=N/O	6	-7	9	-3	-4	5	-4	2	-9
CCOC(=O)/C=C1\SCC(=O)N1CC(=O)Nc1ccccc1OC(F)F	-1	5	6	-6	-18	16	-5	-3	1

The whole of this part (from the top)
SMILES	FAK blocker	PostGolgi ctrl	HIV Rev-RRE inh	S1P2 agonist	PTPN22 inh 2	LYP act	EphB4 ephrin blk	PostGolgi yeast	S1P2 blocker
O=C(c1ccc(Cl)cc1)c1c[nH]cc1-c1ccccc1	-4	x	9	-4	4	-3	10	x	14
Cc1ccc(C)n1-c1ccc(C(=O)NCC2CCCO2)cc1 (stereo not drawn)	7	-3	5	-2	5	-7	9	-3	16
C/C=C/c1ccc(Oc2nnnn2-c2ccc(C(N)=O)cc2)c(OC)c1	1	2	3	-2	2	-6	4	0	-2
COc1ccc(C2NC(C(=O)O)CS2)cc1COCC(F)(F)F (stereo not drawn)	2	3	3	-3	3	-5	-9	1	-16
CCC(=O)N(Cc1ccco1)c1nc(-c2ccccc2)cs1	6	9	10	2	3	-4	1	6	0
CCOc1cc(CNCCSc2nnnn2C)cc(Br)c1OCc1ccccc1F	0	2	16	-2	6	-2	0	-5	-8
O=C(CSc1nnc(-c2cccs2)o1)N1CCOCC1	0	-1	2	-4	4	-6	0	0	13
CCS(=O)(=O)N1CCC(C(=O)NCc2ccccc2OC)CC1	1	0	3	-2	-2	1	-7	-1	-2
Cn1c(=O)n(CC(=O)N2CCOCC2)c2ccccc21	-3	x	10	-1	7	-13	1	x	-17
O=S(=O)(NCC(c1cccnc1)N1CCN(c2ccc(F)cc2)CC1)c1cc(F)ccc1F (stereo not drawn)	-2	x	14	-5	0	0	2	x	-2
Cc1ccc(C(=O)CSc2nc3ccccc3c(=O)n2-c2ccccc2)s1	-14	3	4	-6	8	-8	4	4	10
CCC1CCc2c(sc3ncnc(N4CCOCC4)c23)C1 (stereo not drawn)	2	25	0	-6	-2	6	4	20	-11
Cc1[nH]nc(N2CCCCCC2)c1[N+](=O)[O-]	-3	13	-2	-9	20	-18	4	10	-8
C=CCOc1ccc(Br)cc1/C=N/O	6	-7	9	-3	-4	5	-4	2	-9
CCOC(=O)/C=C1\SCC(=O)N1CC(=O)Nc1ccccc1OC(F)F	-1	5	6	-6	-18	16	-5	-3	1
CCOc1ccc(-c2cc(N3C(=O)Nc4ccccc4N3O)on2)cc1	2	-8	6	-2	-10	11	1	-1	-1
Cc1cc(N2C(=O)C(O)=C(C(=O)c3cccs3)C2c2cccc(O)c2)no1 (stereo not drawn)	-12	-2	8	-2	10	-6	3	8	-9
CCOC(=O)N1CCN(C(=O)CN(C2CCCCC2)S(=O)(=O)c2c(C)cc(C)cc2C)CC1	1	22	-1	-4	-2	4	3	-3	1
Cc1cc(NC(=O)CSc2nnc(CNc3ccc(F)cc3)n2C2CCCCC2)no1	-1	-10	10	-7	2	-2	2	-2	29
COc1cccc(N2CCN(CC(=O)Nc3nnc(-c4ccccc4)s3)CC2)c1	0	11	0	-8	9	-12	-5	-3	-16
O=C(Nc1cccnc1Cl)C1c2ccccc2Oc2ccccc21	-3	20	-4	-5	-9	12	-5	10	-16
COC(=O)c1ccc(NC(=O)CN2CCN(c3ccccc3C)CC2)cc1	0	x	5	-6	3	-4	7	x	-14
N=C1C(c2nc(-c3ccc(Cl)cc3)cs2)=C(O)CN1CCCN1CCOCC1	4	20	0	-6	3	-4	8	25	11
COc1ccc(NC(=O)C(F)(OC)C(F)(F)F)c(OC)c1 (stereo not drawn)	-4	4	8	0	-2	1	-7	4	-1
CCOc1ccc(S(=O)(=O)Nc2ccccn2)c2ccccc12	1	-1	2	-13	-2	-1	1	-7	6
O=C(O)C1C2CCC(C2)C1C(=O)NCc1ccco1 (stereo not drawn)	-1	3	9	-7	0	-3	2	3	8
CCOC(=O)c1ccccc1Oc1c(F)c(F)nc(NCCO)c1F	6	6	5	-7	-6	3	2	-7	20
COc1ccc(NC(=O)CCC(=O)c2ccc(-c3ccccc3)cc2)cc1	0	-2	7	-2	6	-2	4	-14	4
Cn1c(SCC(=O)c2ccccc2)nnc1-c1cccnc1	-2	-2	-1	-8	0	3	-3	17	2
COCc1nc2ccccc2n1Cc1ccccc1	3	11	5	-1	-12	15	-1	2	-36
COc1cccc(NCc2cc3c(C(C)(C)C)nn(-c4ccccc4)c3[nH]c2=O)c1	-1	8	4	0	2	1	1	-3	-33
Cc1cccc(OCC(=O)NCCN2CCOCC2)c1	-2	-4	8	-9	-2	2	2	5	-7
Cc1cc(C)nc(N2CCC(C(=O)NCc3cccc(C(F)(F)F)c3)CC2)n1	1	0	11	-5	-4	1	9	-5	6
CCc1nnc(NC(=O)c2cccc(S(=O)(=O)N(C)c3ccccc3)c2)s1	-1	17	4	-5	-3	-1	-7	-10	3
CCOC(=O)c1c(CN2CCN(C)CC2)oc2ccc(OC)cc12	-2	-15	-6	-5	-18	15	4	-1	2
CCN1C(=O)C(NC(C)=O)c2cc(OC)ccc21 (stereo not drawn)	-1	16	5	-1	-5	3	-5	3	26
N#Cc1c(C(F)(F)F)cc(-c2ccccc2)nc1SCCN1CCOCC1	-5	18	11	-6	-4	8	-7	0	10
O=C(OC(C(=O)NC1CCCCC1)c1ccccn1)c1cccs1 (stereo not drawn)	-4	-2	-4	0	-7	7	1	4	-15
CCCn1nnnc1SCC(=O)N1CCCC1	0	13	6	-3	-4	7	-1	-3	6
O=C1CSC(c2cn(-c3ccccc3)nc2-c2ccc3c(c2)OCCO3)N1CCN1CCOCC1 (stereo not drawn)	1	9	-3	-1	1	-5	-10	-6	-22
Cn1c(=O)n(C)c2cc([N+](=O)[O-])c(N3CCN(C(=O)c4ccc(Cl)cc4)CC3)cc21	-1	13	5	-3	-4	1	-1	8	14
CCN1CCN(CCCNC(=O)Cn2cc3c(n2)CCCC3)CC1	-1	3	4	-4	-3	2	-1	-2	12
CC(c1nnc(Sc2nnnn2-c2ccccc2)n1-c1ccc(F)cc1)N(C)C (stereo not drawn)	-7	-1	1	-10	15	-17	5	-1	0
Cc1ccccc1NC(=O)c1cnc2ccccn2c1=O	-2	0	0	-4	-11	8	-6	5	-3
CCOC(=O)C(C(=O)OCC)C(C)C#CCN1CCCCC1 (stereo not drawn)	8	-7	-2	-5	-1	7	6	1	15
CCOc1cc(NS(=O)(=O)c2ccc(Cl)cc2)c(OCC)cc1NC(=O)CC(C)C	3	0	5	-6	-4	6	-8	-4	-5
Cc1ccc(S(=O)(=O)c2ccccc2)cc1S(=O)(=O)N1CCOCC1	-2	x	2	-6	7	-6	4	x	2
COc1cc(-n2c(C)nc3cc(C(=O)N4CCOCC4)ccc32)cc(OC)c1OC	1	0	7	-2	-1	-2	7	13	-5
CCN(CC(=O)NCCc1ccc(S(N)(=O)=O)cc1)Cc1nc2cc(OC)c(OC)cc2c(=O)[nH]1	0	-7	9	-4	2	0	3	-6	10
CC(C)n1c(SCC(=O)Nc2nc3c(s2)CCCC3)nc2c1c(=O)n(C)c(=O)n2C	3	x	10	11	-8	8	-5	x	-23
O=S1(=O)c2cccc3cccc(c23)N1Cc1nnc(-c2ccccc2Br)o1	8	25	11	-8	-4	2	16*	-5	21
Cc1nc(NC(=O)/C=C/c2ccccc2)sc1C(=O)Nc1ccccc1Cl	2	3	7	-2	-5	9	-2	-5	-6
O=C(Cn1cnc2ccccc21)Nc1ccc(C(=O)O)cc1	-1	4	3	-1	33*	-35	2	3	9
CCc1cc2c(SCC(=O)O)ncnc2s1	0	17	9	0	-14	12	-4	-5	-15
O=S(=O)(c1ccccc1)n1ccc(-c2cnc(-c3ccccc3)s2)n1	6	6	12	-8	7	-4	3	-5	-4
COc1cccc(/C=N/NC(=O)c2csc(-n3nc(C)cc3C(F)(F)F)n2)c1	-3	20	-6	-4	-8	5	-4	-2	-15
O=C(COc1ccccc1[N+](=O)[O-])N/N=C/C=C/c1ccco1	-5	12	2	-9	5	-3	-13	11	-9
CC(C)(C)c1cc(=O)n2c(nc3ccccc32)[nH]1	2	9	7	-4	16	-13	-3	-5	8
COc1cc(CNC2CCCC2)cc(OC)c1OC	3	-6	6	-5	-4	2	3	21	17
Cc1nnc(SCCn2c(N3CCCC(C)C3)nc3c2c(=O)n(C)c(=O)n3C)s1 (stereo not drawn)	1	1	1	-2	-12	9	-6	0	14
CSCCC(NC(=O)OC(C)(C)C)C(=O)NC(C(=O)NC(CC(C)C)C(N)=O)C(C)C (stereo not drawn)	-1	10	1	-1	-4	0	6	26	-10
